High-throughput results from PubChem BioAssay.
DNMT1 block: human DNMT1 methyltransferase inhibitors, primary screen, biochemical, molecular beacon, fluorescence, HinP1I cleavage, uHTS; actives 0.83% (n = 360,000); DNA (cytosine-5)-methyltransferase 1 (Homo sapiens), P26358; AID 588458, 2011; inhibition (reported as % activation of signal), % at 10 µM; in the data active means inhibition above about 50%
Rpn11 block: Rpn11 (PSMD14) deubiquitinase inhibitors, primary screen, biochemical, fluorescence polarization, uHTS; 26S proteasome non-ATPase regulatory subunit 14 (Homo sapiens), O00487; human 26S proteasome, Ub4-pepOG fluorescence polarization; 20S core pre-blocked with epoxomicin; calls only at 20 µM; actives 0.59% (n = 360,000); AID 588493, 2011;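 active means inhibition at 20 µM, scaled to each plate's controls, above about 33%, limit read from the data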
NadD inh: inhibitors of S. aureus NadD, primary screen, biochemical, colorimetric, uHTS; Nicotinate-nucleotide adenylyltransferase NadD (Staphylococcus aureus N315); AID 602399, 2012; actives 0.78% (n = 360,000); inhibition, % at 20 µM; purified NadD enzyme, colorimetric absorbance read-out; in the data active means inhibition above about 26%; further: some compounds past the cut are filed as inactive
Scp-1 inhibitor: Scp-1 phosphatase inhibitors, primary screen, biochemical, colorimetric, uHTS; Carboxy-terminal domain RNA polymerase II polypeptide A small phosphatase 1 (Homo …; actives 0.88% (n = 340,000); Recombinant Scp1, phosphopeptide, malachite green phosphate absorbance; inhibition, % at 20 µM;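 active means inhibition above about 50% at 20 µM, limit read from the data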;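 further: plate controls were DMSO wells with enzyme for no effect and wells lacking enzyme for full effect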
Target sequence (Q9GZU7 76-261 limits assumed): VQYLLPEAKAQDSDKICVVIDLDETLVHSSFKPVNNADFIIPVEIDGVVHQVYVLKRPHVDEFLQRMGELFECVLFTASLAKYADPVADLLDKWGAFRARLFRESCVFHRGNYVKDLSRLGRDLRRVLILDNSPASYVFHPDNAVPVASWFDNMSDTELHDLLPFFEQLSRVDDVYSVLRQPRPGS
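Incubation: 45 min enzyme reaction at room temperature / System: truncated SCP-1 phosphatase (76-261aa) / Reagent: Phospho 17-mer peptide substrate / Buffer or medium: Acidic Tris acetate buffer with magnesium and detergent / Signal: absorbance at 630 nm / Doses: one concentration, 20 µM, with 1.0% DMSO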
STEP inh: STEP phosphatase inhibitors, primary screen, biochemical, fluorescence intensity, uHTS. Tyrosine-protein phosphatase non-receptor type 5 (Homo sapiens), P54829. recombinant STEP, OMFP fluorogenic substrate. inhibition, % at 20 µM. actives 0.25% (n = 360,000). AID 588621, 2011;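 active means inhibition at 20 µM, scaled per plate between control wells, above about 37%, limit read from the data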;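 further: 0% = DMSO with enzyme and substrate and 100% = substrate only without enzyme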
Target sequence (P54829 whole entry, looked up): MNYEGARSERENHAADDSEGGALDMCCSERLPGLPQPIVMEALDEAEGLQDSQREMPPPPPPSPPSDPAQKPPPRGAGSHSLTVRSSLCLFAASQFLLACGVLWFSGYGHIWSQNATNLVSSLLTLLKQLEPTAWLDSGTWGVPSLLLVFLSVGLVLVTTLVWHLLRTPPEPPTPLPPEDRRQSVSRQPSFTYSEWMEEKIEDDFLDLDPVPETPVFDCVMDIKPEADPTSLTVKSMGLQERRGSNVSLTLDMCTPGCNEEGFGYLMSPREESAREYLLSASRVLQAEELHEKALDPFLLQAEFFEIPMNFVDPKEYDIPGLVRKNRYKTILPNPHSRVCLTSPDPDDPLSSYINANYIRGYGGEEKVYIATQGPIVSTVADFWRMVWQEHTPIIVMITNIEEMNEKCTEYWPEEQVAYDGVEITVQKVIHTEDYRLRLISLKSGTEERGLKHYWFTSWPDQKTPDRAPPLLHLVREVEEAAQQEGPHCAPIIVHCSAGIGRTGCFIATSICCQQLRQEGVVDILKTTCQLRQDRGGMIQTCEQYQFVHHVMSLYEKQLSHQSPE
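Assay system: isolated STEP enzyme / Timing: 20 min at room temperature, dark / Doses: 20 µM, 1% DMSO / Technique: fluorescence intensity, excitation 480 nm, emission 540 nm / Reagent: fluorogenic phosphatase substrate OMFP at 25 µM final / Measure: percent inhibition scaled to no-enzyme and uninhibited-enzyme controls, plate-pattern corrected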
Rin1-Abl PPI inh: inhibitors of Rin1-Abl protein binding, primary screen, biochemical, TR-FRET | inhibition, % at 7.35 µM | actives 0.4% (n = 360,000) | Tyrosine-protein kinase ABL1 (Homo sapiens) + Ras and Rab interactor 1 (Homo sapiens), …; in the data active means inhibition above about 5%, passing the limit was not always enough
CSN deneddyl inh: inhibitors of CSN-mediated cullin deneddylation, primary screen, biochemical, fluorescence polarization, uHTS. Purified CSN, SCF-Nedd8-OG deneddylation. inhibition, % at 12.5 µM. COP9 signalosome complex subunit 5 (Homo sapiens), Q92905. actives 0.38% (n = 360,000). AID 651999, 2013;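 active means pattern-corrected inhibition above about 35%, with an unprinted fluorescence ratio check between 0.5 and 1.5, limit read from the data, passing the limit was not always enough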;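 further: 0% = enzyme with substrate and 100% = substrate without enzyme; some results filed as inactive read as strong as hits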
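Assay system: purified human Csn5 enzyme expressed in HEK293T cells; Input: 0.24 nM Csn5 enzyme, final concentration; Reagent: 10 nM SCFSkp2-Nedd8OG; Compound dosing: 12.5 µM single point; Times: reaction 90 min, room temperature; Technique: fluorescence polarization readout.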
SUMO1-SIM PPI: modulators of SUMO1 protein-protein interactions, primary screen, biochemical, uHTS. inhibition, % at 20 µM. AID 602429, 2012. actives 0.33% (n = 360,000). SUMO1 binding to a labelled peptide, TR-FRET, 1 h. Small ubiquitin-related modifier 1 (Homo sapiens), P63165; in the data active means inhibition above about 37%
Target sequence (P63165 whole entry, looked up): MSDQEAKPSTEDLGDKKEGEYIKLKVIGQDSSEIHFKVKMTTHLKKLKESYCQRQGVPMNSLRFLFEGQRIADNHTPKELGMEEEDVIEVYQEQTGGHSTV
Neddyl block: inhibitors of cullin neddylation, primary screen, biochemical, TR-FRET, uHTS, NAE and Ubc12; NEDD8-conjugating enzyme Ubc12 (Homo sapiens) + NEDD8-activating enzyme E1 regulatory …; actives 0.58% (n = 360,000); calls only at 25 µM; in the data active means inhibition above about 36%
LMPTP inh: LMPTP phosphatase inhibitors, primary screen, biochemical, fluorescence intensity, uHTS. inhibition, % at 20 µM. AID 651560, 2012. actives 0.22% (n = 360,000). recombinant LMPTP-A, OMFP fluorogenic substrate;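 active means compounds that cut the enzyme signal by at least half of the control window in the single-dose screen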;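 further: plate controls were DMSO wells with enzyme plus substrate for no effect and substrate without enzyme for full effect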
Target sequence (P24666 whole entry, looked up): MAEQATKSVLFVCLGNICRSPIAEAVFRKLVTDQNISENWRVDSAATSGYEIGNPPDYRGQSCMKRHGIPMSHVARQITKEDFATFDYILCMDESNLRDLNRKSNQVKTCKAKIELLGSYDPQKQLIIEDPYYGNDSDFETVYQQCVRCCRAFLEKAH
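Assay system: LMPTP-A enzyme. Input: 0.625 nM LMPTP-A final. Probe or stimulus: 400 µM OMFP. Compound dosing: single 20 µM dose. Schedule: 50 min dark incubation at room temperature. Detection: fluorescence intensity of OMFP turnover product. Read-out: percent inhibition versus substrate-only and uninhibited controls. Benchmarks: no-enzyme low control, uninhibited high control.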
Starred values were filed as active, the others as inactive; i = inactive; x = no result given; + = active, no number.

SMILES	DNMT1 block	Rpn11 block	NadD inh	Scp-1 inhibitor	STEP inh	Rin1-Abl PPI inh	CSN deneddyl inh	SUMO1-SIM PPI	Neddyl block	LMPTP inh
CSCCC1C(C#N)=C(N)Oc2n[nH]c(-c3cccs3)c21 (stereo not drawn)	-12	i	3	-5	2	-1	-1	14	i	0.2
S=C1NC(C23CC4CC(CC(C4)C2)C3)=CC(c2ccc3c(c2)OCO3)N1 (stereo not drawn)	-3	i	11	-2	62*	1	3	-6	i	1.9
COC(c1ccccc1)c1nnc(CCC(=O)N2CCN(C3CCCC3)CC2)o1 (stereo not drawn)	1	i	-7	1	0	2	1	4	i	-1.8
c1ccc2c(c1)Cc1cc(CN3CCOCC3)ccc1-2	0	i	-6	-3	-4	-2	3	-1	i	-1.2
Cc1ccccc1OCCCc1c(C)n[nH]c1C	1	i	0	-6	1	2	-3	4	i	-1.4
Cc1cccc(NC(=O)CN2CCN(C(=O)CN3C(=O)NC4(CCCCC4C)C3=O)CC2)c1C (stereo not drawn)	2	i	8	-10	-3	-1	2	-2	i	-0.4
CC(C(=O)c1c[nH]c(C(N)=O)c1)c1ncc(C(F)(F)F)cc1Cl (stereo not drawn)	1	i	-2	-5	4	1	-8	-1	i	0.1
O=C(N[C@H]1C/C=C\C(c2cccc(F)c2)N(Cc2ccccc2)C(=O)C1)OCC1c2ccccc2-c2ccccc21 (stereo partly drawn)	28	i	-6	-1	2	0	-1	-8	i	0.9
CCc1cc(=O)oc2c(CN3CCN(C)CC3)c(O)ccc12	1	i	-3	-12	0	0	-4	4	x	-1.3
CC(=O)Nc1ccc(NC(=O)C(C)OC(=O)/C=C/c2ccc3c(c2)OCO3)cc1 (stereo not drawn)	1	i	-3	-10	-2	-1	-1	2	i	0.3
c1ccc(COc2ncnc3c2ncn3CCCNCC(c2ccccc2)c2ccccc2)cc1	-2	i	16	x	4	-2	5	-37	i	2.4
CCn1nc(C)c(CN2CCC(n3nccc3NC(=O)c3ccccc3OC)CC2)c1C	1	i	-7	-9	-1	2	2	1	i	0.7
CC(C)(C)NC(=O)C(c1ccccc1)n1c(-c2ccc(-c3ccccc3)cc2)nc2ccccc21 (stereo not drawn)	x	x	x	x	x	x	-1	1	i	1.1
CC(C)CN1C(=O)CN(S(C)(=O)=O)CC1(C)C(=O)Nc1ccc2c(c1)OCCO2 (stereo not drawn)	x	x	x	x	x	x	-5	-6	i	-1.8
Cc1cccc(C)c1NC(=O)CNC(=O)c1ccc(S(=O)(=O)NCc2ccco2)cc1	5	i	7	1	1	4	-6	5	i	-1.3
COc1ccc(CCN2C(=O)CS/C2=N/NC(=O)c2ccccc2F)cc1OC	-1	i	-4	3	-2	0	0	-3	i	-1.4
CCON1C(=O)C2(CCCCC2)C(=O)C12C=CCCC2 (stereo not drawn)	-5	i	2	-3	2	1	2	5	i	-1.3
COc1cccc(CNC(=O)CCC2CCCN(c3cc(C)nc(N(C)C)n3)C2)c1 (stereo not drawn)	4	i	-9	-3	1	3	13	-1	i	0.7
CCOC(=O)CSC1=C(C#N)C(c2ccc(C)o2)CC(=O)N1 (stereo not drawn)	1	i	2	-3	4	1	-2	6	i	-2.7
O=C(O)c1cccc(Nc2nc3ccccc3nc2NS(=O)(=O)c2ccc(F)cc2)c1	0	i	-1	1	1	1	-4	8	i	-1.7
CCCOc1ccccc1/C=C1\SC(N)=NC1=O	0	i	-4	-3	-1	-3	5	-15	i	1.0
COc1ccc(C(=O)OCCc2sc[n+](CC(=O)c3ccccc3)c2C)cc1	2	i	3	3	0	4	-3	-1	i	1.2
CC(Sc1nc2cc([N+](=O)[O-])ccc2n1-c1ccc(F)cc1)C(=O)NCc1ccc2c(c1)OCO2 (stereo not drawn)	-16	i	13	-5	6	-1	1	-12	i	2.7
Cc1ccc(-c2onc(C)c2C)cc1S(=O)(=O)N1CCOc2ccccc21	-5	i	-10	-11	2	1	-3	2	i	5.3
CSCCC(C(=O)N1CC2(C)CC1CC(C)(C)C2)N1C(=O)c2ccccc2C1=O (stereo not drawn)	-1	i	-1	1	-1	1	4	-2	i	-0.3

Compound profiles, as listed above.
`COc1cccc(CNC(=O)CCC2CCCN(c3cc(C)nc(N(C)C)n3)C2)c1` (stereo not drawn) reads DNMT1 block = 4; Rpn11 block = i; NadD inh = -9; Scp-1 inhibitor = -3; STEP inh = 1; Rin1-Abl PPI inh = 3; CSN deneddyl inh = 13; SUMO1-SIM PPI = -1; Neddyl block = i; LMPTP inh = 0.7
`CC(=O)Nc1ccc(NC(=O)C(C)OC(=O)/C=C/c2ccc3c(c2)OCO3)cc1` (stereo not drawn) reads DNMT1 block = 1; Rpn11 block = i; NadD inh = -3; Scp-1 inhibitor = -10; STEP inh = -2; Rin1-Abl PPI inh = -1; CSN deneddyl inh = -1; SUMO1-SIM PPI = 2; Neddyl block = i; LMPTP inh = 0.3
`COc1ccc(CCN2C(=O)CS/C2=N/NC(=O)c2ccccc2F)cc1OC` reads DNMT1 block = -1; Rpn11 block = i; NadD inh = -4; Scp-1 inhibitor = 3; STEP inh = -2; Rin1-Abl PPI inh = 0; CSN deneddyl inh = 0; SUMO1-SIM PPI = -3; Neddyl block = i; LMPTP inh = -1.4

STEP inh, entries above that show a hit.
SMILES	DNMT1 block	Rpn11 block	NadD inh	Scp-1 inhibitor	STEP inh	Rin1-Abl PPI inh	CSN deneddyl inh	SUMO1-SIM PPI	Neddyl block	LMPTP inh
S=C1NC(C23CC4CC(CC(C4)C2)C3)=CC(c2ccc3c(c2)OCO3)N1 (stereo not drawn)	-3	i	11	-2	62*	1	3	-6	i	1.9

(next part)
SMILES	DNMT1 block	Rpn11 block	NadD inh	Scp-1 inhibitor	STEP inh	Rin1-Abl PPI inh	CSN deneddyl inh	SUMO1-SIM PPI	Neddyl block	LMPTP inh
COc1ccc(NC(=O)COC(=O)CCc2cc(OC)c(OC)c(OC)c2)c([N+](=O)[O-])c1	-1	i	-4	-10	1	1	1	-28	i	0.7
O=[N+]([O-])c1cccc(OCC(O)CN2CCN(S(=O)(=O)c3cc(Cl)ccc3Cl)CC2)c1 (stereo not drawn)	-3	i	1	-3	0	4	0	-18	i	1.0
CCC(C)C(NC(=O)C1CCC(=O)N1C(=O)OCc1ccccc1)C(=O)NC(Cc1ccccc1)C(N)=O (stereo not drawn)	8	i	-2	3	-5	3	6	4	i	-1.2
CCN1CCN(c2oc(-c3ccco3)nc2C#N)CC1	4	i	-1	0	0	1	0	0	i	1.7
CC(=O)c1ccc(C(=O)N2CCCC(CNC(=O)c3ccccc3Cl)C2)cc1 (stereo not drawn)	3	i	-1	-5	-2	-3	5	5	i	-0.7
Oc1c(/C=C/C=C/C=Nc2ccccc2)sc(=S)n1Cc1ccccc1	29	x	32*	-15	6	3	25	12	i	4.6
O=C(NCC1CCCCC1)c1cccc(S(=O)(=O)NCc2cccnc2)c1	2	i	-5	-5	0	-2	-5	-1	i	-1.3
COc1ccc(C(C)=O)cc1Cn1c(C)c(C(=O)NCC(C)C)sc1=O	0	i	-3	x	-1	-1	-6	2	i	0.1
CCn1cc(S(=O)(=O)c2ccc(C)cc2)[nH]c1=O	2	i	-6	0	-2	4	-9	-4	i	-1.0
COc1ccc(/C(C)=N/NC(=O)c2ccncc2)cc1	2	i	-6	-8	-3	-1	3	4	i	-0.4
COCCCNC(=O)c1ccc2c(c1)ncn2-c1ccccc1OC	-1	i	7	-10	-1	3	-6	-2	i	-0.8
CNC(=O)CC1C(=O)N(C)C(=S)N1NC(=O)c1ccc(Cl)cc1 (stereo not drawn)	2	i	1	-4	-5	1	-1	1	i	-0.5
CCOC(=O)C(=CNc1nc(-c2ccc3ccccc3c2)cs1)C(=O)OCC	-7	i	-4	-22	1	1	4	4	x	4.6
COc1ccc(-n2nnnc2/C=C\Nc2ccccc2C(=O)c2ccccc2)cc1	0	i	2	1	4	1	5	-1	i	1.8
Cc1ccc(C)c(OCC(=O)Nc2ccccc2N2CCCC2)c1	5	i	0	-5	2	4	4	8	i	3.0
Cn1c(=O)c2c(ncn2CC(=O)N2CCN(c3ccccc3)CC2)n(C)c1=O	4	i	0	-5	2	-1	3	-2	i	0.8
Cc1ccc(N/C(N)=N/c2nc(C)cc(C)n2)cc1	-4	i	-8	-7	-3	-1	-2	0	i	-1.5
O=C(NCCc1ccc(Cl)cc1)c1ccc(CS(=O)Cc2ccc(Cl)cc2)o1 (stereo not drawn)	2	i	-5	-5	0	0	-2	-6	i	-0.5
Cc1ccc(-c2nnc(Nc3ccc(CC(N)=O)cc3)c3ccccc23)cc1	-1	i	5	-3	-1	-1	4	-13	+	1.5
COC(=O)c1ccc(COc2cccc3c2OC(C)(C)C3)cc1	2	i	-16	-4	2	0	3	6	i	2.3
CC(C)Sc1nc2c(c(=O)[nH]c(=O)n2C)n1C	2	i	-5	-10	2	0	-1	1	i	-3.5
CCCCNC(=O)CCCn1c(=O)c2ccccc2n(CC(=O)NCCC2=CCCCC2)c1=O	0	i	3	-2	-3	0	-9	-1	i	-0.6
CCCCN1CCNC1=S	4	i	-18	-4	-2	1	5	-3	i	-2.2
